HKDC1 inhibitor – inhibitors of human hexokinase HKDC1; Q2TB90; recombinant HKDC1, G6PDH/diaphorase resazurin coupled fluorescence; inhibition, % at 20 µM; 0.16% of 340,000 active; AID 493160;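 active means inhibition above about 35% when tested at 20 µM, limit read from the data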;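 further: plate controls were DMSO wells with enzyme for no effect and DMSO wells lacking enzyme for full effect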
Target sequence (Q2TB90 whole entry, looked up): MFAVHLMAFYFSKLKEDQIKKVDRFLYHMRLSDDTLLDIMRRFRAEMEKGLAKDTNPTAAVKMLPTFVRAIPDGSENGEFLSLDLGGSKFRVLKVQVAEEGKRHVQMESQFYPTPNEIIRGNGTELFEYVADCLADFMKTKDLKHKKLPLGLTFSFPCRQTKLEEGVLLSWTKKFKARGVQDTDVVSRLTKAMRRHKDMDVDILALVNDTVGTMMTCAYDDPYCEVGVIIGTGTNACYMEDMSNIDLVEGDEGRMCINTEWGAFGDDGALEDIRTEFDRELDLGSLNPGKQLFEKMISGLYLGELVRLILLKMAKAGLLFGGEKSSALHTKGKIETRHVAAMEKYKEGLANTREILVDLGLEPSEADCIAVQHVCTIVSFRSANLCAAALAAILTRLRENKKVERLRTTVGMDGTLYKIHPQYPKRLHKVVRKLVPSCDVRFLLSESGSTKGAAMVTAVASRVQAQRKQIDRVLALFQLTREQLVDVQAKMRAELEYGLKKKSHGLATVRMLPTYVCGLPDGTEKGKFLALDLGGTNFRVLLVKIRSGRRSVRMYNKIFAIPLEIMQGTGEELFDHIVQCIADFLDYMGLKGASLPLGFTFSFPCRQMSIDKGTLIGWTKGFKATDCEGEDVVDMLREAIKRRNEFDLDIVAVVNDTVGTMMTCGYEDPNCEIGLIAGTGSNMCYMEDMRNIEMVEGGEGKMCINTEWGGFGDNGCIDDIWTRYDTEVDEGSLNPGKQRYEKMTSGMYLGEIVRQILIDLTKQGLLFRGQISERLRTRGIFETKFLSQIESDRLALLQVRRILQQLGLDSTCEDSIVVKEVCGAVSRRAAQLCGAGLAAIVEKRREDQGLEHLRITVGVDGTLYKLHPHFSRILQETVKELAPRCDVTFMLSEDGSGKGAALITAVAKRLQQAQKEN
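Assay system: in-house recombinant HK5 (HKDC1) enzyme. Input: HKDC1 at 5 µg/mL. Medium: Tris pH 8.0 buffer with MgCl2, Tween-20, BSA, BME. Dosing: single 20 µM dose. Schedule: 90 min reaction incubation at room temperature, dark. Signal: resazurin-to-resorufin fluorescence via G6PDH and diaphorase coupling, 525/613 nm. Controls: DMSO-enzyme wells negative, buffer-substituted wells positive.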
Gli-Sufu block – antagonists of Gli-Sufu signaling; Sufu-KO-LIGHT fibroblasts, Gli luciferase reporter luminescence; inhibition, % at 5 µM; 0.74% of 340,000 active;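 active means inhibition above about 55%, limit read from the data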;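 further: 0% = DMSO-treated cells and 100% = wells with medium but no cells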
* marks the source's active call; other numbers are inactive results. Some of the compounds tested (hit frequency here may not be typical).

How did CCCn1cnc2c(SCc3ccccc3)nc(N)nc21 do in these assays?
HKDC1 inhibitor: -2; Gli-Sufu block: -18

Results for CCOC(=O)C1(Cc2ccccc2C)CCCN(C(=O)CSC)C1 (configuration not stated) ?
HKDC1 inhibitor: 3; Gli-Sufu block: -12

Results for NC(N)=Nc1ccc(C=C2C=Cc3ccccc32)cc1 ?
HKDC1 inhibitor: -1; Gli-Sufu block: 2

Results for COc1cccc(C=NNc2ccc([N+](=O)[O-])cn2)c1OC ?
HKDC1 inhibitor: -4; Gli-Sufu block: -63

Results for Cn1c(=O)c2c(nc(CCc3ccccc3)n2C)n(C)c1=O ?
HKDC1 inhibitor: -5; Gli-Sufu block: 5

What do the screens show for `CCC(=O)c1ccc(OCC(=O)NCCCN2CCOCC2)cc1`?
HKDC1 inhibitor: -4; Gli-Sufu block: -1

What do the screens show for `CC1CC(C)(C)CC2(C1)NC(=O)N(CC(=O)N1CCN(S(=O)(=O)c3ccc(F)c(F)c3F)CC1)C2=O` (configuration not stated)?
HKDC1 inhibitor: -6; Gli-Sufu block: 7

How did O=C(Cc1ccc(NC(=O)C2CCCN(C(=O)C3CC3)C2)cc1)Nc1cccc(C(=O)N2CCCC2)c1 (configuration not stated) do in these assays?
HKDC1 inhibitor: -6; Gli-Sufu block: -3

How did [O-]/C(=C(\C(=S)Nc1cccc2ccccc12)[n+]1ccccc1)c1ccc(OC(F)F)cc1 do in these assays?
HKDC1 inhibitor: 8; Gli-Sufu block: 16

Results for Oc1ccccc1-c1nnc2n1CCCCC2 ?
HKDC1 inhibitor: -5; Gli-Sufu block: -1

What do the screens show for `O=S(=O)(Nc1ccccc1-c1ccccc1)c1ccccc1`?
HKDC1 inhibitor: 3; Gli-Sufu block: 2

Results for CC(C)C(NS(=O)(=O)c1ccccc1)C(=O)OCc1cc([N+](=O)[O-])cc2c1OCOC2 (configuration not stated) ?
HKDC1 inhibitor: -5; Gli-Sufu block: -2

Results for Cc1cc(C)c2nc(SCC(=O)N3CCCCC3)c(C#N)cc2c1 ?
HKDC1 inhibitor: -4; Gli-Sufu block: 2

What do the screens show for `O=C(OCC1CCC=CO1)C1CCC=CO1` (configuration not stated)?
HKDC1 inhibitor: -7; Gli-Sufu block: 2

Results for O=[N+]([O-])c1ccc(Oc2cccnc2)c([N+](=O)[O-])c1 ?
HKDC1 inhibitor: 2; Gli-Sufu block: -1

How did Cc1nc2nc(C)n(CCN3CCOCC3)c(=O)c2c(-c2cccc([N+](=O)[O-])c2)c1C(=O)CCCCCCCCCCN1CCC(c2ccccc2)(c2ccccc2)CC1 do in these assays?
HKDC1 inhibitor: -3; Gli-Sufu block: 6

How did CCOc1ccc(S(=O)(=O)N2CCCCC2)cc1NC(=O)c1ccccc1 do in these assays?
HKDC1 inhibitor: -1; Gli-Sufu block: 1

Results for O=C(O)C1C2C=CC(O2)C1C(=O)Nc1ccccn1 (configuration not stated) ?
HKDC1 inhibitor: -4; Gli-Sufu block: 10

How did O=C(CCCCC(=O)NN=Cc1ccccc1O)NN=Cc1ccccc1O do in these assays?
HKDC1 inhibitor: -10; Gli-Sufu block: -4

Results for C[C@@H]1[C@H](c2ccccc2)Oc2ccc(Cl)cc2S(=O)(=O)N1CC1CCCN1C(=O)OC(C)(C)C (some centres not stated) ?
HKDC1 inhibitor: 2; Gli-Sufu block: 24

Results for O=C(c1ccc(Cl)cc1)c1cnc(-c2ccccc2)s1 ?
HKDC1 inhibitor: -2; Gli-Sufu block: -43

How did COc1ccc(C2CC(c3ccc(Cl)cc3)Nc3nc(NC(=O)c4ccco4)nn32)cc1 (configuration not stated) do in these assays?
HKDC1 inhibitor: 3; Gli-Sufu block: -4

How did Cc1ccc(N(C(=O)Cn2nnc3ccccc32)C(C(=O)NCc2ccco2)c2ccc(C)o2)cc1 (configuration not stated) do in these assays?
HKDC1 inhibitor: -9; Gli-Sufu block: -1

What do the screens show for `CCOC=C1C(=O)N(C(C)=O)c2cc(OC)c(OC)cc21`?
HKDC1 inhibitor: -19; Gli-Sufu block: 0

An excerpt from above in order of molar mass, high to low:
How did Cc1nc2nc(C)n(CCN3CCOCC3)c(=O)c2c(-c2cccc([N+](=O)[O-])c2)c1C(=O)CCCCCCCCCCN1CCC(c2ccccc2)(c2ccccc2)CC1 do in these assays?
HKDC1 inhibitor: -3; Gli-Sufu block: 6

Results for C[C@@H]1[C@H](c2ccccc2)Oc2ccc(Cl)cc2S(=O)(=O)N1CC1CCCN1C(=O)OC(C)(C)C (some centres not stated) ?
HKDC1 inhibitor: 2; Gli-Sufu block: 24

How did Cc1ccc(N(C(=O)Cn2nnc3ccccc32)C(C(=O)NCc2ccco2)c2ccc(C)o2)cc1 (configuration not stated) do in these assays?
HKDC1 inhibitor: -9; Gli-Sufu block: -1

Results for CC(C)C(NS(=O)(=O)c1ccccc1)C(=O)OCc1cc([N+](=O)[O-])cc2c1OCOC2 (configuration not stated) ?
HKDC1 inhibitor: -5; Gli-Sufu block: -2

How did CCOc1ccc(S(=O)(=O)N2CCCCC2)cc1NC(=O)c1ccccc1 do in these assays?
HKDC1 inhibitor: -1; Gli-Sufu block: 1

How did O=C(CCCCC(=O)NN=Cc1ccccc1O)NN=Cc1ccccc1O do in these assays?
HKDC1 inhibitor: -10; Gli-Sufu block: -4

Results for Cc1cc(C)c2nc(SCC(=O)N3CCCCC3)c(C#N)cc2c1 ?
HKDC1 inhibitor: -4; Gli-Sufu block: 2

What do the screens show for `O=S(=O)(Nc1ccccc1-c1ccccc1)c1ccccc1`?
HKDC1 inhibitor: 3; Gli-Sufu block: 2

Results for O=C(c1ccc(Cl)cc1)c1cnc(-c2ccccc2)s1 ?
HKDC1 inhibitor: -2; Gli-Sufu block: -43

What do the screens show for `CCOC=C1C(=O)N(C(C)=O)c2cc(OC)c(OC)cc21`?
HKDC1 inhibitor: -19; Gli-Sufu block: 0

Results for O=[N+]([O-])c1ccc(Oc2cccnc2)c([N+](=O)[O-])c1 ?
HKDC1 inhibitor: 2; Gli-Sufu block: -1

Later entries:
How did CN(Cc1ccccc1)CC1C2CCC(C2)C1O (configuration not stated) do in these assays?
HKDC1 inhibitor: -4; Gli-Sufu block: 8

Results for Cc1nonc1OCCNc1ccc([N+](=O)[O-])cc1[N+](=O)[O-] ?
HKDC1 inhibitor: 12; Gli-Sufu block: 4

How did Cc1cc(=O)[nH]c2[nH][nH]c(=O)c12 do in these assays?
HKDC1 inhibitor: 16; Gli-Sufu block: -2

What do the screens show for `CC1=CC(=O)[C@@H](O)[C@@H](c2ccccc2Br)N1C`?
HKDC1 inhibitor: -8; Gli-Sufu block: 4

What do the screens show for `COc1cc(C(=O)N/N=C/c2sccc2C)cc(OC)c1OC`?
HKDC1 inhibitor: -2; Gli-Sufu block: 25

Results for N#Cc1c(-c2ccc(F)cc2)c(-c2ccc(F)cc2)nn(CCO)c1=O ?
HKDC1 inhibitor: -1; Gli-Sufu block: 9

What do the screens show for `CC(C)N1C(=O)CC(Nc2cccc3cccc(N)c23)C1=O` (configuration not stated)?
HKDC1 inhibitor: 1; Gli-Sufu block: 10

Results for S=c1nc[nH]c2c1ncn2-c1ccccc1 ?
HKDC1 inhibitor: -4; Gli-Sufu block: -3

How did C=C(C)CC(NCCc1ccccc1)c1ccco1 (configuration not stated) do in these assays?
HKDC1 inhibitor: -10; Gli-Sufu block: -10

How did O=C(CCCSCCCC(=O)NN=Cc1ccccc1)NN=Cc1ccccc1 do in these assays?
HKDC1 inhibitor: 0; Gli-Sufu block: -4

Results for O=C(Nc1cc(Cl)ccc1Cl)P(=O)(O)c1ccccc1 ?
HKDC1 inhibitor: -5; Gli-Sufu block: -2

Results for C=CCN([C@H](C(=O)OC)C(C)C)S(=O)(=O)CCNCc1ccccc1 ?
HKDC1 inhibitor: -5; Gli-Sufu block: -1

Results for O=C(O)c1cccc(S(=O)(=O)N(Cc2ccccc2)c2ccccc2Cl)c1 ?
HKDC1 inhibitor: 0; Gli-Sufu block: -2

What do the screens show for `Nc1ccc2c(c1)C(O)c1cccc(C(=O)O)c1-2` (configuration not stated)?
HKDC1 inhibitor: -2; Gli-Sufu block: -20

Results for CCN(CC)c1ccc(C=NN2CCCCCC2)cc1 ?
HKDC1 inhibitor: -3; Gli-Sufu block: -38

How did CC(=O)Nc1ccc(S(=O)(=O)N2CCc3ccccc3C2)cc1 do in these assays?
HKDC1 inhibitor: 0; Gli-Sufu block: 4

What do the screens show for `CN(C)c1ccc(/C=C(/C#N)C(=O)Nc2nc3c(s2)CCN(Cc2ccccc2)C3)cc1`?
HKDC1 inhibitor: -1; Gli-Sufu block: -9

How did CC1=C(CO)C(=O)OC([C@@H](C)C2CC[C@H]3C4C[C@H]5O[C@]56[C@@H](O)C=CC(=O)[C@]6(C)C4CC[C@]23C)C1 (some centres not stated) do in these assays?
HKDC1 inhibitor: 4; Gli-Sufu block: 16

Results for O=[N+]([O-])c1ccc(COc2cccc(CN3CCCC3)c2)cc1 ?
HKDC1 inhibitor: -2; Gli-Sufu block: -1

How did CCOC(=O)C1CCN(C(=O)c2ccc(NS(=O)(=O)c3ccc4[nH]c(=O)[nH]c4c3)cc2)CC1 do in these assays?
HKDC1 inhibitor: -3; Gli-Sufu block: -8

Results for Cc1cc(=O)oc2c(O)c(O)ccc12 ?
HKDC1 inhibitor: 14; Gli-Sufu block: 17

Results for Cn1c(N)nc2nc[nH]c2c1=S ?
HKDC1 inhibitor: -8; Gli-Sufu block: 7

What do the screens show for `O=C1NC2CCCCC2C(=O)N1OS(=O)(=O)c1ccccc1` (configuration not stated)?
HKDC1 inhibitor: 5; Gli-Sufu block: -1

What do the screens show for `CCOc1cc(N2CCOCC2)c(OCC)cc1NC(C)C(=O)N1CCN(CC)CC1` (configuration not stated)?
HKDC1 inhibitor: 11; Gli-Sufu block: 8

What do the screens show for `Cc1ccccc1Nc1nc(N)nc(C)c1Br`?
HKDC1 inhibitor: -3; Gli-Sufu block: 3

Results for COc1ccc(OCCN(C)CC(=O)Nc2c(C)cccc2C)cc1 ?
HKDC1 inhibitor: -3; Gli-Sufu block: 11

What do the screens show for `CCOC(=O)C1=NNC(C(=O)OCC)C1C(=O)OCC` (configuration not stated)?
HKDC1 inhibitor: -8; Gli-Sufu block: -1

What do the screens show for `CC1=Nc2ccc(C)cc2/C1=C/c1c(N)n2c(S(=O)(=O)C(C)C)nsc2nc1=O`?
HKDC1 inhibitor: 13; Gli-Sufu block: -11

How did O=C(Nc1ccccc1)OCCOc1ccc(Cl)cc1Cl do in these assays?
HKDC1 inhibitor: 4; Gli-Sufu block: -28

What do the screens show for `CCOC(=O)CSC1=C(C#N)C(c2sccc2C)CC(=O)N1` (configuration not stated)?
HKDC1 inhibitor: 10; Gli-Sufu block: 7

What do the screens show for `CCc1nc(C)cn1S(=O)(=O)c1ccc2c(c1)OCCO2`?
HKDC1 inhibitor: -1; Gli-Sufu block: -7

What do the screens show for `O=C(Nc1ccc2c(c1)OCCO2)c1ccc(Br)s1`?
HKDC1 inhibitor: -2; Gli-Sufu block: -131

How did O=C(NCCNC(=O)Oc1cccc2ccccc12)Oc1cccc2ccccc12 do in these assays?
HKDC1 inhibitor: 12; Gli-Sufu block: -2

How did O=C1CC(N2CCN(c3ccc(F)cc3)CC2)C(=O)N1Cc1ccc(N2CCCC2=O)cc1 (configuration not stated) do in these assays?
HKDC1 inhibitor: -2; Gli-Sufu block: 0

How did O=[N+]([O-])c1ccc(C=NNC(=S)NN=Cc2ccc([N+](=O)[O-])cc2)cc1 do in these assays?
HKDC1 inhibitor: 13; Gli-Sufu block: 3

What do the screens show for `Cc1ccc(S(=O)(=O)N2CCC[C@H]2C(=O)NC2=NCCS2)cc1`?
HKDC1 inhibitor: -4; Gli-Sufu block: 6

What do the screens show for `COC(=O)[C@@H]1CC(O)CN1C(=O)C12CC3CC(CC(C3)C1)C2` (some centres not stated)?
HKDC1 inhibitor: -8; Gli-Sufu block: -4

How did COc1ccc(NC(=O)CCC(=O)N2CCC(c3ccccc3)=N2)cc1S(=O)(=O)N1CCCCC1 do in these assays?
HKDC1 inhibitor: -1; Gli-Sufu block: 0

Results for COc1ccccc1NC(=O)c1cc2cc(Br)ccc2cc1O ?
HKDC1 inhibitor: 8; Gli-Sufu block: -2

How did CC(=O)c1cccc(-c2ccc(CN3C(CC(C)C)C(=O)N(Cc4cn(CC5CCCCC5)nn4)CCS3(=O)=O)cc2)c1 (configuration not stated) do in these assays?
HKDC1 inhibitor: 1; Gli-Sufu block: -1

How did CC(C)(C)c1ccc(C(=O)NC(=S)NNC(=O)c2cccs2)cc1 do in these assays?
HKDC1 inhibitor: -18; Gli-Sufu block: -7

What do the screens show for `CCC(C)CNC(=O)c1cccc(OC2CCN(CC(C)(C)C)CC2)c1` (configuration not stated)?
HKDC1 inhibitor: 1; Gli-Sufu block: 18

What do the screens show for `Cn1cc(Br)c(C(=O)NNC(=O)c2ccc(Br)cc2)n1`?
HKDC1 inhibitor: 4; Gli-Sufu block: -21

What do the screens show for `O=C(NN=Cc1cc(Cl)ccc1[N+](=O)[O-])c1ccco1`?
HKDC1 inhibitor: 0; Gli-Sufu block: 1

How did CCC1=NN2C(=N)/C(=C\c3cccn3-c3ccc(Br)cc3)C(=O)N=C2S1 do in these assays?
HKDC1 inhibitor: -4; Gli-Sufu block: -20

How did O=C(C(=Cc1ccc(F)cc1)c1ccccc1)c1ccc(O)cc1 do in these assays?
HKDC1 inhibitor: 1; Gli-Sufu block: -2

Results for CCc1ccc(N2CC(C(=O)OCC(=O)N(CC)c3c(N)n(Cc4ccccc4)c(=O)[nH]c3=O)CC2=O)cc1 (configuration not stated) ?
HKDC1 inhibitor: -2; Gli-Sufu block: 12

How did CCCCCn1c(=O)[nH]c2cc(C(=O)N3CCN(c4ccc(F)cc4)CC3)ccc2c1=O do in these assays?
HKDC1 inhibitor: -4; Gli-Sufu block: 23

Assay outcomes deposited in PubChem by Sanford-Burnham Center for Chemical Genomics.
